CHOP inhibitor: inhibitors of CHOP induction in ER stress response; CHO-K1 CHOP-promoter luciferase, tunicamycin-induced, 15-18 h; 220,000 tested, 3.8% active; AID 2732; inhibition, % at 10 µM;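 active = compounds that reduced the stress-induced luciferase reporter signal by more than about 70% of percent inhibition, limit read from the data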;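 note: 0% = tunicamycin plus vehicle and 100% = wells without tunicamycin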
TRPN1 ag: zebrafish TRPN1 (NompC) channel agonism | HEK293 zebrafish TRPN1-YFP, Fluo-8 calcium fluorescence; 100% = response to 87 µM carbachol | activation, % at 3 µM | 220,000 tested, 0.18% active;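 active = activation above its plate's cutoff, the mean activation of test wells on that plate plus 3 SD, cut at about 19% in these data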;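 note: 0% = DMSO alone and 100% = 87 µM carbachol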
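Material: zebrafish TRPN1-YFP in HEK293 cells; Doses: single test compound dose, 3 µM nominal, 0.3% DMSO; Timing: dye loading 1 h at 37 °C, then 30 min room temperature; Technique: intracellular calcium fluorescence with Fluo-8; Benchmarks: high carbachol 87 µM, low DMSO alone.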
NPY-Y1 antag: antagonists of human neuropeptide Y receptor Y1; HEK293-CNG Y1 cells, membrane potential fluorescence; NPY at EC95, then isoproterenol; inhibition, % at 3.6 µM; 200,000 tested, 1% active; AID 1040;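 active = inhibition above the campaign mean inhibition of all tested compounds plus 3 SD, cut at about 20% in these data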;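 note: 0% = DMSO wells given NPY plus isoproterenol and 100% = isoproterenol alone without NPY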
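Test system – HEK293 Y1/CNG channel cell line · Also added – NPY agonist 25 nM, then isoproterenol 1 µM plus Ro 20-1724 25 µM · Compound dosing – one concentration, 3.6 µM, in 0.4% DMSO · Schedule – compound incubation 1 h at room temperature, readout 45 min post-stimulation · Technique – fluorescence, membrane potential probe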
S1P4 antagonist: human S1P4 receptor antagonism. AID 1510. 220,000 tested, 0.26% active. inhibition, % at 4.98 µM. S1P4-expressing cells, antagonist mode, reporter read-out. O95977; in the data active = inhibition above about 29%;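 note: 0% = wells stimulated with agonist and 100% = vehicle wells without agonist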
NPY-Y1 PAM-ag: potentiates or activates human NPY-Y1 receptor; activation, % at 3.6 µM; 220,000 tested, 0.37% active; NPY-Y1 expressing cells, potentiator/agonist activation; AID 1304; P25929; in the data active = activation above about 33%, passing the limit was not always enough;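 note: cells stimulated with NPY at EC10 then isoproterenol at EC100; 0% = low agonist plus stimulus and 100% = saturating agonist plus stimulus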
NPY-Y2 PAM-ag: potentiates or activates human NPY-Y2 receptor. P49146. cells expressing NPY-Y2, potentiator/agonist read-out. activation, % at 3.6 µM. 220,000 tested, 0.45% active; in the data active = activation above about 27%;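 note: cells stimulated with NPY near EC25 plus isoproterenol at EC100; 0% = vehicle plus submaximal agonist and 100% = vehicle plus saturating agonist; some results beyond the cut were filed as inactive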
EP2 mod: modulates human prostaglandin E2 receptor EP2 signaling. P43116. AID 940. EP2-expressing cells, cAMP HTRF FRET, PGE2 co-stimulation. 260,000 tested, 0.83% active. induction, % at 25 µM;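 active = compounds whose cAMP rise, as percent of the full-agonist control response, exceeds 60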;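 note: rat C6 glioma line stably carrying human EP2 under a CMV promoter; the protocol text gives 20 µM as final concentration; 100% = response of wells given 1 µM PGE2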
S1P4 agonist: activates the human S1P4 receptor; O95977; S1P4-expressing cell line, agonist reporter assay; activation, % at 4.98 µM; 220,000 tested, 0.35% active; in the data active = activation above about 11%;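 note: 0% = DMSO vehicle and 100% = reference agonist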
TRPML3 ag: human mucolipin-3 channel agonism. 220,000 tested, 0.29% active. Q8TDD5. activation, % at 3 µM. HEK293 TRPML3-YFP, Fluo-8 calcium fluorescence; 100% = the carbachol control signal. AID 1448;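 active = activation above its plate's cutoff, the mean activation of the plate's test wells plus 3 SD, cut at about 12% in these data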;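 note: 0% = DMSO only wells and 100% = carbachol wells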
Target sequence (Q8TDD5 whole entry, looked up): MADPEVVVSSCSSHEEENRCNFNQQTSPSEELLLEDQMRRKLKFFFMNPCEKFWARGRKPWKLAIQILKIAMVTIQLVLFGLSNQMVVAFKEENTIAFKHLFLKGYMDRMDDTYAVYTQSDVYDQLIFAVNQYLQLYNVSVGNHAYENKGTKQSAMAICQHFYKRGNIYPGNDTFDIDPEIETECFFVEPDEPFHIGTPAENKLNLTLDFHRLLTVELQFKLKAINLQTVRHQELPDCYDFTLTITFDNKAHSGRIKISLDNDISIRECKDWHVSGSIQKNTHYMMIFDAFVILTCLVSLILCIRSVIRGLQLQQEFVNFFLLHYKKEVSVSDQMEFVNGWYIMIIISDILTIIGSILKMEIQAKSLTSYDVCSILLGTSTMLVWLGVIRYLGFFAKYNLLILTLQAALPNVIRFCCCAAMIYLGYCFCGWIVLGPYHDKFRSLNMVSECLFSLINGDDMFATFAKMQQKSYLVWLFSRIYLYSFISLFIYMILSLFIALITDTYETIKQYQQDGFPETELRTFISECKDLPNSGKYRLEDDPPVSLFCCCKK
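Material: HEK293 cells stably carrying human TRPML3-YFP; compound dosing: single dose, 3 µM final nominal compound, 0.3% DMSO final; incubation: 1-h 37 °C dye load, 5-s basal, 120-s post-compound reads; technique: Fluo-8 intracellular calcium fluorescence, excitation 470-495 nm, emission 515-575 nm; read-out basis: percent activation from peak-to-basal fluorescence ratio, scaled between DMSO and carbachol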
Numbers without * were called inactive; x = no result given.

compound,CHOP inhibitor,TRPN1 ag,NPY-Y1 antag,S1P4 antagonist,NPY-Y1 PAM-ag,NPY-Y2 PAM-ag,EP2 mod,S1P4 agonist,TRPML3 ag
CCCCCC(=O)Nc1ccc2oc(-c3cncc(Br)c3)nc2c1,3,0.6,-3,-27,26,-3,32,-0.5,0.0
N#CC1C=Cc2ccccc2N1C(=O)c1ccccc1 (stereo not drawn),7,-0.4,x,5,-4,1,23,1.9,-0.2
c1ccc(-c2ncc(CSc3nncn3-c3ccccc3)s2)cc1,17,-0.5,-3,9,2,-17,-48,1.4,-0.2
O=C1CSC(c2nn(-c3ccccc3)cc2-c2cc3ccccc3oc2=O)N1Cc1ccco1 (stereo not drawn),16,-1.1,7,0,-39,-20,19,-0.4,-1.3
COc1ccc(/C=N/n2cnc3c([nH]c4ccccc43)c2=O)cc1COc1ccccn1,19,-0.4,0,8,0,2,-46,1.0,0.5
O=C(c1ccc(CS(=O)(=O)c2c(Cl)cccc2Cl)o1)N1CCN(c2ccccn2)CC1,15,2.7,-1,7,3,0,-28,-1.1,1.2
CCn1c(SCC(=O)Nc2ccc(C)cc2)nc(O)cc1=O,-1,0.5,x,0,-1,-9,11,0.8,0.9
CCCCOC(=O)CSc1nnc(N)s1,-5,0.4,7,-11,23,7,8,-2.2,0.0
Cc1ccc(/C=N/n2c(-c3cccs3)n[nH]c2=S)cc1,3,-2.4,9,3,-6,-5,24,0.1,-0.4
CC(C)(C)C(=O)O/N=C(\N)c1ccc([N+](=O)[O-])s1,-20,0.6,x,13,-18,-8,-8,-0.5,0.7
COc1ccc(-n2c(SCC(=O)NCc3ccco3)nc3c([nH]c4ccccc43)c2=O)cc1,16,-1.3,0,-24,3,2,20,1.2,-1.1
CCOC(=O)c1ccc(CNC(=O)C2CCCCC2C(=O)OCC(F)(F)F)o1 (stereo not drawn),-21,0.0,0,-10,16,8,1,1.1,0.2
O=C(Nc1cc(F)ccc1F)N1CCN(c2ccnc3cc(Cl)ccc23)CC1,47,7.5,x,-16,-10,-28,14,-0.8,2.3
O=C(Nc1nnc(-c2ccco2)o1)c1ccc(S(=O)(=O)N2CCCC2)cc1,5,1.3,2,-7,12,0,15,0.8,0.1
O=C(O)c1ccc(CNCc2ccc(F)cc2)cc1,-10,1.3,7,-5,-1,16,9,-1.6,0.7
CCCOc1ccc(N2CC(C(=O)NC(C)C)CC2=O)cc1 (stereo not drawn),-13,0.9,5,-8,10,5,0,0.4,0.9
CC(C)CCNC(=O)NC(=O)COc1c(F)c(F)cc(F)c1F,18,-2.1,1,-22,-16,4,-5,-0.5,0.1
O=C(Nc1ccc2c(c1)OCO2)N1CCN(C/C=C/c2ccccc2)CC1,-15,1.0,-4,-18,-5,-1,-56,0.6,0.9
Nn1cc(-c2ccccc2)nc1SCC(=O)Nc1ccc(S(N)(=O)=O)cc1,17,-0.1,x,-8,21,6,-32,-0.5,0.4
COc1ccc(-n2c(=O)c3c4c(sc3n3cnnc23)CC(C)CC4)cc1 (stereo not drawn),x,-1.1,1,-18,3,10,x,-1.8,-0.2
COc1ccc(C(=O)/C(=C\c2sccc2C)c2nc3ccccc3o2)cc1,-1,0.5,7,7,-17,4,6,-0.4,0.1
CC(=O)N1N=C2c3ccccc3CCC2C1c1cccs1 (stereo not drawn),17,-2.1,x,-5,16,20,16,0.5,-0.5
COc1ccc(CCNC(=O)c2n[nH]c3ccccc23)cc1,-19,3.4,1,-10,-17,-9,-46,0.9,0.5
Cc1ccc(CSCC(=O)NN=C2CCN(C)CC2)cc1,6,1.5,6,4,-14,-1,7,-1.1,-0.1
CCOC(=O)c1nn(-c2cccc(OC)c2)c2nc(CC)c(C#N)c(=O)n12,-34,-0.6,6,1,7,-5,25,-1.0,-0.8
Cc1ccc(N(CC(=O)NCc2ccc(F)cc2)C(=O)c2csnn2)c(C)c1,10,1.4,3,2,9,10,-26,2.3,0.4
Cc1ccc(OCC(=O)N2CCc3ccccc3C2)c([N+](=O)[O-])n1,-1,-0.6,0,6,10,-3,-18,0.7,-0.4
O=C(c1c[nH]c2ccccc12)N1CCN(c2ccccc2)CC1,1,0.1,-6,-21,5,-4,-38,1.4,0.2
CCOC(=O)C1CCCN(S(=O)(=O)c2ccc(C)cc2)C1 (stereo not drawn),11,-0.6,-3,5,-2,-2,12,-2.8,1.4

Individual results from the entries so far:
Nn1cc(-c2ccccc2)nc1SCC(=O)Nc1ccc(S(N)(=O)=O)cc1 @ NPY-Y1 PAM-ag: 21
COc1ccc(C(=O)/C(=C\c2sccc2C)c2nc3ccccc3o2)cc1 @ TRPML3 ag: 0.1
c1ccc(-c2ncc(CSc3nncn3-c3ccccc3)s2)cc1 @ NPY-Y2 PAM-ag: -17
COc1ccc(/C=N/n2cnc3c([nH]c4ccccc43)c2=O)cc1COc1ccccn1 @ NPY-Y2 PAM-ag: 2

Three entries from above, arranged by the value under NPY-Y1 PAM-ag, high to low:
Molecule | NPY-Y1 PAM-ag
Nn1cc(-c2ccccc2)nc1SCC(=O)Nc1ccc(S(N)(=O)=O)cc1 | 21
O=C(Nc1nnc(-c2ccco2)o1)c1ccc(S(=O)(=O)N2CCCC2)cc1 | 12
CCOC(=O)C1CCCN(S(=O)(=O)c2ccc(C)cc2)C1 (stereo not drawn) | -2

Results in EP2 mod and TRPML3 ag, for some of the entries so far:
SMILES	EP2 mod	TRPML3 ag
O=C1CSC(c2nn(-c3ccccc3)cc2-c2cc3ccccc3oc2=O)N1Cc1ccco1 (stereo not drawn)	19	-1.3
COc1ccc(/C=N/n2cnc3c([nH]c4ccccc43)c2=O)cc1COc1ccccn1	-46	0.5
O=C(c1ccc(CS(=O)(=O)c2c(Cl)cccc2Cl)o1)N1CCN(c2ccccn2)CC1	-28	1.2

Single records, from the list above. Order of values: CHOP inhibitor	TRPN1 ag	NPY-Y1 antag	S1P4 antagonist	NPY-Y1 PAM-ag	NPY-Y2 PAM-ag	EP2 mod	S1P4 agonist	TRPML3 ag
Record of c1ccc(-c2ncc(CSc3nncn3-c3ccccc3)s2)cc1 : 17	-0.5	-3	9	2	-17	-48	1.4	-0.2
Record of CCOC(=O)c1nn(-c2cccc(OC)c2)c2nc(CC)c(C#N)c(=O)n12 : -34	-0.6	6	1	7	-5	25	-1.0	-0.8
Record of O=C(Nc1nnc(-c2ccco2)o1)c1ccc(S(=O)(=O)N2CCCC2)cc1 : 5	1.3	2	-7	12	0	15	0.8	0.1
Record of CC(C)(C)C(=O)O/N=C(\N)c1ccc([N+](=O)[O-])s1 : -20	0.6	x	13	-18	-8	-8	-0.5	0.7
